FLuc act counter: FLuc activators, initial screening, artefact control for FLuc-dependent activation tests, biochemical, ATPlite luminescence | activation factor at 10 µM | ATPlite luciferase biochemical, 10 min; 0 = ATP-free wells, 1 = DMSO control | Luciferin 4-monooxygenase (Photinus pyralis), P08659 | 200,000 tested, under 10 active;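 active means luciferase activation factor, scaled between plate controls, of at least 2 with compound at 10 µM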
Target sequence (P08659 whole entry, looked up): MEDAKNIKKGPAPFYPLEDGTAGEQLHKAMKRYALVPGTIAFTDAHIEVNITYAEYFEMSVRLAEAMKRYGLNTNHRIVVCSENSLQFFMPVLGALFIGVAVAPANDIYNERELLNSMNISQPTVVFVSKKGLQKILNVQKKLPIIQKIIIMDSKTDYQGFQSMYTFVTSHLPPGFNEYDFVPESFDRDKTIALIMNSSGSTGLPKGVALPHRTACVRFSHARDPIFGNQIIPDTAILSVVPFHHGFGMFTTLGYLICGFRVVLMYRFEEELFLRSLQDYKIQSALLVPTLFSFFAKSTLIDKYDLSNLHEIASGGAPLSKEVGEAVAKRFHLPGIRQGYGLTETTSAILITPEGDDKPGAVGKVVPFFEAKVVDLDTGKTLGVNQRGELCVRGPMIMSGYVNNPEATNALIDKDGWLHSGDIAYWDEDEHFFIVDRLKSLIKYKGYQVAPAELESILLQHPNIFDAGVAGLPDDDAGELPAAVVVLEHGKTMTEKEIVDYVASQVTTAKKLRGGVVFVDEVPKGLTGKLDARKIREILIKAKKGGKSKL
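Material: Luciferase/luciferin reagent mix | Doses: Test compounds dosed from 2 mM stocks in 100% DMSO | Timing: 10 min incubation after luciferase reagent addition, room temperature | Measured by: Luminescence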
STAT3 activator: IL-6 driven STAT3 reporter potentiators, primary screen, U3A cells, luciferase, luminescence, MLSCN library | activation (% of control), % at 5.6 µM | 0.91% of 190,000 active | IL-6 STAT3-luciferase reporter; 100% = signal with IL-6 EC80 alone;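 active means activation above the screen-wide mean of compound activation plus 3 SD, cut at about 130% in these data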;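 further: 0% = background luminescence of wells with medium and substrate only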
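Material: STAT1-lacking human U3A cells, STAT3 luciferase reporter | Benchmarks: IL-6-only wells as 100% reference | Probe or stimulus: IL-6 (33 ng/mL) | Timing: Compound 1 h, then IL-6 6 h at 37 °C | Detection: Luminescence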
FLuc inh counter: firefly luciferase enzyme inhibitors, primary screen, artefact control for luciferase-based inhibitor screens, biochemical, luminescence, ATPLite | Luciferin 4-monooxygenase (Photinus pyralis), P08659 | 10 min | inhibition, % at 10 µM | 1.5% of 200,000 active;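 active means inhibition above about 50% when tested at 10 µM, limit read from the data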
STAT1 activator: STAT1 signaling activators, primary screen, cell-based, HTS, luciferase reporter | NIH 3T3 STAT1-luciferase reporter, IFN-gamma, luminescence; 100% = IFN-gamma alone, no compound | activation (% of control), % at 5.5 µM | 2.6% of 200,000 active;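 active means activation above the screen-wide mean activation plus 3 SD, cut at about 130% in these data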;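 further: raw ratio to IFN-gamma control signal so 100% means no change and 0% no light; values of inactives mirror those of a sister screen read the other way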
APP 5'UTR act: activators of APP 5'UTR luciferase reporter, primary screen, SH-SY5Y cells. AID 1276, 2008. SH-SY5Y APP 5'UTR luciferase reporter, luminescence; zero percent = DMSO vehicle wells. 1% of 190,000 active. activation, % at 2 µM;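 active means activation above a set limit, based on mean plus 3 SD of controls, cut at about 140% in these data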; further: values of inactives mirror those of a sister screen read the other way
STAT1 blocker: STAT1 signaling inhibitors, primary screen, cell-based, HTS, luciferase reporter | 0.35% of 200,000 active | NIH 3T3 STAT1-luciferase reporter, IFN-gamma, luminescence | inhibition, % at 5.5 µM;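 active means inhibition above a set limit, the mean inhibition across all tested compounds plus 3 SD, cut at about 34% in these data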;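 further: 0% = IFN-gamma with DMSO and 100% = IFN-gamma with 300 µM nifuroxazide; values of inactives mirror those of a sister screen read the other way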
APP transl inh: inhibitors of APP translation via 5'UTR reporter, primary screen, APP 5'UTR luciferase, SH-SY5Y cells; SH-SY5Y APP 5'UTR-luciferase reporter, luminescence; inhibition, % at 2 µM; AID 1285, 2008; 0.82% of 190,000 active;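 active means inhibition above a set limit, derived from the sample mean plus 3 SD, cut at about 45% in these data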; further: values of inactives mirror those of a sister screen read the other way
NF-kB expr up: activators of NF-kB expression in neurons, primary screen, cell-based, HTS. human neuronal cells, NF-kB reporter expression; hits give high values. AID 1239, 2008. 1.6% of 190,000 active. fold change at 12.5 µM; in the data active means fold change above about 3.3
ROMK primary: ROMK potassium channel modulators, primary screen, cell-based, thallium flux, MLSMR library. ATP-sensitive inward rectifier potassium channel 1 (Homo sapiens), P48048. Tet-inducible ROMK, thallium flux fluorescence; actives lie on both sides. B-score at 10 µM. 2% of 130,000 active;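 active means signal ratio slope over the read window, or its plate-corrected B-score, at least 3 SD from the plate mean, either direction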;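 further: B-score of the F/F0 ratio slope over 7 to 12 s after thallium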
Target sequence (P48048 whole entry, looked up): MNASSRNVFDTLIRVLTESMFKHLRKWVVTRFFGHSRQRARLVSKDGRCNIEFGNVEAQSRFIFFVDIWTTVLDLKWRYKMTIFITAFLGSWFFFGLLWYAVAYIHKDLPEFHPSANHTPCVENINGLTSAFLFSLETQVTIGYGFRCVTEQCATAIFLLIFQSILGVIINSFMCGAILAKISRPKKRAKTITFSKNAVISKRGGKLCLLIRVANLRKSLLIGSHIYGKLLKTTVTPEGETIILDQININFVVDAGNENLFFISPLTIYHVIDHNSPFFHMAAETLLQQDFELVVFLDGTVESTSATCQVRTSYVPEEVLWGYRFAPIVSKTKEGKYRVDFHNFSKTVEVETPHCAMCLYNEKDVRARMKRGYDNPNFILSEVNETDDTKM
STAT3 inh: IL-6 driven STAT3 reporter inhibitors, primary screen, U3A cells, luciferase, luminescence, MLSCN library; IL-6 STAT3-luciferase reporter; host cell line lacks STAT1; inhibition, % at 5.5 µM; 0.89% of 190,000 active; AID 862, 2007;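 active means inhibition above the mean inhibition across all screened compounds plus 3 SD, cut at about 44% in these data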;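 further: 0% = DMSO only wells and 100% = 100 µM nifuroxazide control wells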
The depositor's hits bear a star; . = not tested or not shown.

No.	SMILES	APP transl inh	FLuc inh counter	NF-kB expr up	APP 5'UTR act	STAT1 activator	FLuc act counter	STAT3 inh	STAT3 activator	STAT1 blocker	ROMK primary
1	CCCS(=O)(=O)c1nc(S(=O)(=O)c2ccc(C)cc2)c(N2CCCC2)s1	-6	-7	1.2	6	96	1.1	5	102	4	.
2	COC(=O)c1c(/N=C/N(C)C)sc2c1CCN(c1ncc(C(F)(F)F)cc1Cl)C2	-10	-3	1.2	10	106	1	8	97	-7	.
3	CCOc1ccccc1NC(=O)C(NCCN(C)C)c1ccccc1 (configuration not stated)	8	-2	1.5	-8	98	1	-3	103	3	0.16
4	C/C(=N\Nc1ccccn1)c1ccc2c(c1)OCO2	-30	16	2.6	30	123	0.8	26	84	-24	0.19
5	Cc1ccccc1CSCC(=O)c1c(N)n(C)c(=O)n(C)c1=O	0	0	1.4	0	93	1	5	99	8	1
6	Cc1ccc(NC(=O)CS(=O)CC(=O)NCCCN(C)c2ccccc2)cc1 (configuration not stated)	7	2	0.97	-7	102	1	6	97	-2	.
7	CN(C)CCn1nnc2c(=O)oc3ccccc3c21	-5	-10	1.3	5	101	1.1	0	103	-3	0.1
8	CCCCc1ccc(Nc2ncnc3nc[nH]c23)cc1	-100	29	2.9	100	93	0.7	52*	63	8	.
9	CC1CN(c2cc3nccnc3cc2F)CC(C)O1 (configuration not stated)	-7	-6	1.2	7	106	1.1	-1	102	-4	-0.39
10	COc1ccc(C(=O)Nc2cccc(S(C)(=O)=O)c2)cc1OC	2	-4	1.1	-2	101	1	-4	106	0	-0.047
11	COc1cc(S(=O)(=O)NCCN2CCOCC2)ccc1-n1cnnn1	-16	-3	1.5	16	92	1	11	94	7	0.36
12	CCc1ccc(-c2cc(C(F)(F)F)n3nc(C(=O)Nc4cnn(Cc5ccc(C)cc5)c4)cc3n2)s1	-9	-8	1.3	9	101	1.1	17	85	-1	0.0025

Grouped by structure, those above containing a CF3 group (two)
No.	SMILES	APP transl inh	FLuc inh counter	NF-kB expr up	APP 5'UTR act	STAT1 activator	FLuc act counter	STAT3 inh	STAT3 activator	STAT1 blocker	ROMK primary
2	COC(=O)c1c(/N=C/N(C)C)sc2c1CCN(c1ncc(C(F)(F)F)cc1Cl)C2	-10	-3	1.2	10	106	1	8	97	-7	.
12	CCc1ccc(-c2cc(C(F)(F)F)n3nc(C(=O)Nc4cnn(Cc5ccc(C)cc5)c4)cc3n2)s1	-9	-8	1.3	9	101	1.1	17	85	-1	0.0025

More entries follow:
No.	SMILES	APP transl inh	FLuc inh counter	NF-kB expr up	APP 5'UTR act	STAT1 activator	FLuc act counter	STAT3 inh	STAT3 activator	STAT1 blocker	ROMK primary
13	C=COCCNC(=O)Nc1ccc(Cl)cc1Cl	-30	-3	1	.	122	1	8	96	-21	-0.39
14	CCCc1cc(=O)[nH]c(/N=C(/NC(=O)c2ccccc2)Nc2ccc3c(c2)OCCO3)n1	-8	.	.	8	100	.	12	95	0	.
15	CCN(CC)S(=O)(=O)c1cccc(NC(=O)c2ccc(-n3nc(C)cc3C)cc2)c1	-4	-2	0.63	4	94	1	14	87	6	.
16	Cc1ccc(NC(=O)NCC2CCN(Cc3cc(C)ccc3Cl)CC2)c(C)c1	31	-2	0.93	-31	105	1	5	102	-7	-3.8*
17	CN(C)C(CNC(=O)CCOc1ccccc1)c1ccco1 (configuration not stated)	17	-2	1	-17	105	1	0	102	-6	-0.49
18	CNC(=O)COC(=O)c1cccnc1SC	-4	-5	1.2	4	100	1.1	8	98	0	-0.14
19	Cc1cc(C=O)c(C)n1-c1cc(C(F)(F)F)ccc1N1CCOCC1	-18	-8	0.99	18	98	1.1	0	100	2	0.092
20	COc1ccccc1CNC(=O)C1CCC1	2	-8	1.1	-1	104	1.1	7	96	-5	0.11
21	O=C(Nc1cccc(Cl)c1)Nc1nccs1	-40	9	1.6	40	127	0.9	1	103	-29	0.044
22	CCCNC(=O)COC(=O)/C(C#N)=C/c1cc(C)n(CCC)c1C	-6	4	1.1	6	106	1	6	97	-6	-0.13
23	CCOc1ccc(-c2nc(CSCC(=O)N3CCN(C(=O)c4ccco4)CC3)c(C)o2)cc1	.	3	0.91	.	101	1	9	100	-1	.
24	CCN(CC)CCCN(Cc1cc2cc3c(cc2[nH]c1=O)OCO3)C(=S)NCc1ccco1	-21	0	1.7	21	111	1	-5	104	-11	-0.77
25	Cc1cc2nc3c(=O)n(C4CCCCC4)c(=O)[nH]c3nc2cc1N	-44	11	1.5	44	116	0.9	-2	103	-18	.
26	CC1(C)CC(=O)C(CC(=O)Nc2ccc(S(N)(=O)=O)cc2)=C(O)C1	14	0	0.97	-14	100	1	4	99	0	0.64
27	CC1(C)C/C(=N\NC(=S)Nc2ccccc2F)c2cc(O)ccc2O1	4	-3	0.99	-4	86	1	10	97	13	0.36
28	CCCCn1c(N)c(NCc2ccccc2)c(=O)[nH]c1=O	-20	-3	1	20	95	1	7	96	6	0.76
29	Cc1ccc(-c2[nH]nc3c2C(C)C(C#N)=C(N)O3)cc1 (configuration not stated)	2	-7	1.1	-2	96	1.1	5	98	5	.
30	Cc1ccc(S(=O)(=O)NCC2CCC(C(=O)NCc3ccccn3)CC2)cc1 (configuration not stated)	16	0	1.1	-16	102	1	11	96	-3	-0.022
31	NS(=O)(=O)c1ccc(CCNc2nc(CN3CCCCC3)nc3sc4c(c23)CCC4)cc1	-15	-10	0.85	15	99	1.1	-11	110	1	.
32	Cn1c(/C(C#N)=C(\O)CN2CCN(Cc3ccccc3)CC2)nc2ccccc21	10	-4	0.88	-11	103	1	-14	113	-3	-1.1
33	COC(=O)c1ccc(CSc2nnnn2C)o1	0	-4	1.1	0	105	1	12	95	-7	.
34	O=C(OCn1nnc2ccccc2c1=O)c1ccc(O)cc1	-7	-1	0.89	7	98	1	0	102	3	0.22
35	Cc1cc(/C=C2/C(=N)N3C(c4ccccc4)=CSC3=NC2=O)c(C)n1-c1ccccc1	-13	24	0.65	13	96	0.8	-11	109	5	.
36	CCOc1ccccc1C(=O)NCCCN1CCN(CCCNC(=O)c2ccccc2OCC)CC1	-10	-7	1.6	10	100	1.1	-3	108	-1	.
37	CC(C(=O)NC(=O)NCc1ccccc1)N1C(=O)c2ccccc2C1=O (configuration not stated)	-6	-2	1.1	6	98	1	4	99	2	0.077
38	CC(=O)N(C)c1ccc(NC(=O)c2ccc([N+](=O)[O-])cc2Cl)cc1	-9	-2	0.99	9	108	1	1	99	-9	-0.8
39	O=C(Nc1cccn2ncnc12)C(Cl)Cl	6	-8	1.2	-6	101	1.1	-4	105	-1	.
40	COc1ccc(NC(=O)N2CCc3ccccc32)cc1	-176	85*	10*	176*	124	0.2	43	64	-18	-0.61
41	COc1ccc(Cn2c(-c3ccc(C)cc3)c[n+]3ccccc23)cc1	1	-7	0.86	-1	81	1.1	42	63	20	.
42	N/C(=N\OC(=O)c1ccc2c(c1)OCO2)c1ccc(Cl)cc1	-101	84*	5.9*	101	153*	0.2	-11	113	-59	.
43	CCC(C)c1ccc(OCC(=O)O)cc1 (configuration not stated)	-14	6	1.1	14	106	0.9	3	99	-9	0.029
44	CCOc1ccc(N2C(=O)CC(Sc3ccccc3C(=O)O)C2=O)c([N+](=O)[O-])c1 (configuration not stated)	-4	-3	1.1	4	96	1	6	99	1	0.57
45	CC(C)OC(=O)NCN1C(=O)C2C3C=CC(C3)C2C1=O (configuration not stated)	-3	-7	1.1	3	105	1.1	2	102	-5	.
46	O=C(NCc1cccs1)C(Cc1ccccc1)n1cccc1 (configuration not stated)	-7	-7	0.97	7	101	1.1	8	94	0	.
47	CC(C)CC1NC(=O)N(CC(=O)c2ccc3c(c2)OCCO3)C1=O (configuration not stated)	-94	7	1.9	94	128	0.9	-5	107	-31	.
48	O=C1CCC/C(=N\NC(=O)NC2CCCCC2)C1	-1	-5	.	1	104	1.1	-6	110	-4	-0.24
49	OC(COc1ccc2c(c1)OCO2)CN1CCCC1 (configuration not stated)	-5	-4	1.2	5	98	1	1	101	1	0.0087
50	Cn1c(=O)c(NC2CCCCC2)c2c3c(cccc31)C(=O)c1ccccc1-2	3	0	0.96	-3	90	1	-5	106	9	.
51	O=C(Nc1cnc2ccccc2c1)c1cccc(-n2cnnn2)c1	-60	0	1.4	60	135*	1	-34	138*	-38	.
52	O=C(NCc1cccc(Cl)c1)c1ccc(S(=O)(=O)Nc2cccc(C(F)(F)F)c2)cc1	10	-7	0.77	-10	103	1.1	-6	105	-4	.
53	Cc1cc(NC(=O)COc2cccc3cccnc23)no1	-16	6	0.99	17	111	0.9	22	83	-12	1.3
54	CCn1c(Cc2ccccc2)nnc1SCC(=O)NC1CC1	-2	-7	1.1	2	100	1.1	-1	104	0	.
55	Cc1cccc(C)c1N(CC(=O)NCc1ccc(F)cc1)C(=O)c1csnn1	-12	-8	1.1	12	110	1.1	0	105	-14	0.32
56	Cc1[nH]c2c(Cl)cccc2c1CCNC(=O)C1CCCCC1C(=O)OCC(F)(F)F (configuration not stated)	10	-7	1.5	-10	103	1.1	0	101	-4	0.036
57	NC(=O)C1(NC(=O)[C@@H]2CC3(CC(c4cccc(NC(=O)[C@@H]5CCC(=O)N5)c4)=NO3)CN2C(=O)c2cnccn2)CC1 (some centres not stated)	11	-3	0.89	-11	106	1	0	107	-7	-0.27
58	CCOC(=O)N1CCN(C(=O)c2ccc(Cn3c(=S)[nH]c4cc(OCC)c(OCC)cc4c3=O)cc2)CC1	-4	-4	0.55	4	58	1	22	89	45*	-0.31
59	COc1ccc(CC(=O)Nc2ccccc2Oc2ccccc2)cc1	17	-7	0.91	-17	104	1.1	6	98	-6	0.26
60	CC1CCN(CC(=O)Nc2ccccc2-c2ccccc2)CC1	3	-5	1.3	-3	104	1	-3	106	1	-0.023
61	Cc1ccc(S(=O)(=O)N(C)C)cc1NC(=O)COC(=O)/C(=C/c1ccc(F)cc1)c1cccs1	-15	-9	1.2	15	97	1.1	-6	106	3	-0.29
62	COc1ccc(NC(=O)NC(C(F)(F)F)C(F)(F)F)cc1	-10	-6	1	10	90	1.1	10	98	11	-1.5
63	O=C(/C=C/c1cccc(F)c1)N1CCN(c2ncccn2)CC1	-6	0	1.3	6	103	1	0	104	-1	-0.036
64	NS(=O)(=O)c1ccc(N=Cc2c(O)c3ccccc3oc2=O)cc1	10	-1	2.9	-10	103	1	6	97	-4	1
65	Cc1cc(-c2ccccc2)nc(Oc2cccc(C(F)(F)F)c2)c1S(C)(=O)=O	-4	-5	1.5	4	109	1.1	-1	105	-10	.
66	Cc1ccc(N2CCN(/N=C/c3ccccc3)CC2)cc1	-5	-4	1.4	5	101	1	19	87	-3	0.16
67	N#Cc1ccc(N=c2ssnc2Cl)cc1	5	2	1.1	-5	106	1	-7	108	-7	.

Compound activity deposited in PubChem BioAssay by several laboratories.
